KOR beta-arrestin-1: KOR agonists, beta-arrestin recruitment, primary screen, cell-based, luminescence, uHTS (AID 1777); KOR beta-arrestin recruitment, luminescence; higher % means a stronger effect; activation, % at 10 µM; hits with a dose series show EC50 in µM; hit rate 0.02% among 280,000; in the data active = activation above about 50%, passing the limit was not always enough; note: a part of the inactive calls stands beside numbers as strong as those of hits
PhoP inhibition: PhoP-dependent GFP reporter repression – Salmonella Typhimurium, primary screen (AID 1863) | inhibition, % at 50 µM, or IC50 in µM where a hit was titrated | S. Typhimurium PhoP-regulated promoter GFP reporter, 4 h; higher % means a stronger effect | hit rate 0.16% among 300,000;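 active = inhibition over 29.93%, a cutoff 3 SD above the screen mean, later confirmed by dose response; inconclusive = inhibition over 29.93% but no dose response follow-up; inactive = inhibition at most 29.93% or unconfirmed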;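 note: 0% = low Mg2+ inducing control and 100% = high Mg2+ repressing control; strong numbers were not always called active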
GPR35 antagonists: inhibition of zaprinast-stimulated GPR35 beta-arrestin translocation – imaging, U2OS, beta-arrestin-GFP, zaprinast agonist, primary screen (AID 2058) | U2OS GPR35 beta-arrestin-GFP translocation imaging, zaprinast antagonism; higher % means a stronger effect | inhibition, % at 10 µM, or IC50 in µM where a hit was titrated | hit rate 0.052% among 290,000;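 active = inhibition of at least 50% with at least 30 cells and total cytoplasm GFP at most 10,000,000; inconclusive = under 30 cells or total GFP of 10,000,000 plus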
NTR1 ag: agonists of NTR1, primary screen, imaging, U2OS cells, beta-arrestin-GFP, high content (AID 493036); P30989; NTR1-U2OS beta-arrestin-GFP spot imaging, agonist mode; activation, % at 20 µM; hit rate 0.17% among 330,000;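 active = activation at or above 40% of the spot to cytoplasm intensity ratio, with at least 20 cells analyzed; inconclusive = wells under 20 cells, flagged as cytotoxic or low count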;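 note: 0% = DMSO without peptide and 100% = 100 nM NTR1 peptide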
Target sequence (P30989 whole entry, looked up): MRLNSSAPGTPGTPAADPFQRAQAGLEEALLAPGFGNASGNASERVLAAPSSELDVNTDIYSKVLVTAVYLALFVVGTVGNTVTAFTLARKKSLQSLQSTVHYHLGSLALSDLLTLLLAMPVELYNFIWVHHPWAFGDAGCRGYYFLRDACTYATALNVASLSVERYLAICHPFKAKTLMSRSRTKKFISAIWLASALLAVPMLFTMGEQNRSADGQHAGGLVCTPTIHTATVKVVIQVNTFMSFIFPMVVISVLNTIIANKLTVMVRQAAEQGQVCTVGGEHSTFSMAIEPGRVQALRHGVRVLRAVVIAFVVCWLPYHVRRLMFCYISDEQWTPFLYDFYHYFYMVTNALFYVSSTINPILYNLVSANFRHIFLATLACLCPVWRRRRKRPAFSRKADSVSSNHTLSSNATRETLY
GPR55 activation: selective activators of receptor GPR55 – imaging, U2OS cells, beta-arrestin-GFP redistribution, primary screen (AID 1961). activation, % at 10 µM; hits with a dose series show EC50 in µM. hit rate 0.048% among 290,000. U2OS GPR55 beta-arrestin-GFP redistribution imaging; higher % means a stronger effect;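 active = activation above 40% with more than 50 cells counted in the well; inconclusive = wells holding fewer than 50 cells, flagged as toxic or sparse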;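 note: U2OS osteosarcoma cells stably expressing GPR55 and beta-arrestin-GFP; plate controls were DMSO negative control for no effect and LPI positive control for full effect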
KOR beta-arrestin-2: kappa opioid receptor blockers – cell-based, luminescence, uHTS (AID 1778). KOR beta-arrestin recruitment, luminescence, antagonist mode; higher % means a stronger effect. inhibition, % at 10 µM; hits with a dose series show IC50 in µM. hit rate 0.091% among 290,000; in the data active = inhibition above about 50%; note: strong numbers were not always called active
T cell modulator: modulates CD8 T cell binding to vesicles. 2C CD8+ T cell-vesicle binding, flow cytometry; active compounds read low. calls only at 7 µM. hit rate 0.068% among 330,000. AID 2052;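 active = response, share of CD8 T cells binding vesicles, and their 90th percentile fluorescence all below set limits, cut at about 80% in these data, passing the limit was not always enough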
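Material: 2C TCR transgenic mouse naive CD8+ T cells, MACS-purified. Also added: QL9-charged Drosophila Ld/ICAM-1/B7-1 vesicles. Timing: binding 1.5 h at 37 °C. Measured by: high-throughput flow cytometry with anti-B7-1 and anti-CD8 staining. Read-out: percent CD8+ FL2 mean versus row control. Controls: Unloaded micro-vesicles (low), QL9 vesicles with 0.7% DMSO (high).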
GPR55 antagonists: inhibition of LPI-stimulated GPR55 beta-arrestin translocation – imaging, U2OS, beta-arrestin-GFP, LPI agonist, primary screen (AID 2013); inhibition, % at 10 µM, or IC50 in µM where a hit was titrated; hit rate 0.13% among 290,000; U2OS GPR55 beta-arrestin-GFP translocation imaging, LPI antagonism; higher % means a stronger effect;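 active = spots per cell inhibited over 60%, with over 100 cells counted and total cytoplasm intensity under 500,000; inconclusive = wells with under 100 cells, flagged as likely toxic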;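 note: U2OS cells stably carrying GPR55 and arrestin-GFP stimulated by 5 µM LPI near EC80; imaged beta-arrestin-GFP aggregate spots per cell after agonist stimulation; plate controls were LPI-stimulated DMSO wells for no effect and DMSO wells without LPI for full effect; some results filed as inactive read as strong as hits; confirmed hits need IC50 under 10 µM and bright autofluorescent wells are also inconclusive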
West Nile antiviral: inhibition of WNV-induced cytopathic effect – cell-based, CPE readout (AID 1621) | CPE inhibition, % at 10 µM, or IC50 in µM where a hit was titrated | hit rate 0.02% among 290,000 | West Nile virus-infected cells, CPE inhibition; higher % means a stronger effect; in the data active = a potency from the dose series; inconclusive = CPE inhibition mostly from about 3.7% at the one dose, without a potency; inactive = the rest, 99 in 100 with CPE inhibition below about 2.2%; note: strong numbers were not always called active
T cell modulator vesicle-bound %: further read-out of T cell modulator, marked with its call; double positive events, %; measured here: CD8+ vesicle-bound cell fraction;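 binding gate set so that unloaded-vesicle control wells show 10% double positive cells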
NTR1 ag cell count 20 µM: further read-out of NTR1 ag, marked with its call; cell count; measured here: cell count, cytotoxicity flag
Starred values were filed as active, the others as inactive; i = inactive; ? = inconclusive; nt = no result given; [ ] = another dose, or the depositor's remark. A portion of the library (hit frequency here may not be typical).

SMILES	KOR beta-arrestin-1	PhoP inhibition	GPR35 antagonists	NTR1 ag	NTR1 ag cell count 20 µM	GPR55 activation	KOR beta-arrestin-2	T cell modulator	T cell modulator vesicle-bound %	GPR55 antagonists	West Nile antiviral
O=C(COc1ccc(Br)cc1)N1CCN(Cc2ccncc2)CC1	2.7%	-8%	2%	nt	nt	-0.2%	2%	nt	nt	18%	-0.1%
N#Cc1ccc(NC(=O)CN2CCCC2)cc1Cl	3.3%	3%	-2%	1.2	39	-0.6%	-8%	i	12	20%	1.2%
CCOc1ccc(-n2c(O)c(C=Nc3ccc(N4CCOCC4)cc3)c(=O)[nH]c2=O)cc1	-9.3%	-201%	-3%	0.6	36	-0.3%	20%	i	31	-5%	0.2%
COc1ccc2cc(C(=O)C3CCCN(C4CCOCC4)C3)ccc2c1 (stereo not drawn)	-0.4%	6%	-3%	1.5	57	0.2%	-21%	i	40	15%	-0.4%
COc1ccc(C(=O)O/N=C(/C(N)=O)P(=O)(OC(C)C)OC(C)C)cc1	2.2%	-9%	19%	3.3	39	-0.6%	38%	i	53	2%	0.8%
COc1ccc(-c2nn(CCC#N)cc2C(=O)Nc2ccccc2)cc1OC	3.2%	-5%	-15%	0.7	65	-0.1%	-21%[20 µM]	i	46	4%	-0.5%
CN(C)c1ccc(/C=C/[N+](=O)[O-])cc1	10%	2%	4%	11	28	0.6%	-110%	i	36	14%	-0.3%
N#CC(C#N)=C(C#N)c1ccc(Nc2ccccc2)cc1	-5.0%	-1%	3%	0.6	67	0.0%	-47%[20 µM]	i	44	-2%	0.2%
C=CCn1c(O)c(C(C)=NCCN2CCN(C(=S)NC)CC2)c(=O)[nH]c1=O	-0.1%	-11%	-20%	0.1	44	1.3%	-6%	i	18	-4%	0.0%
CCCC1COC(Cn2cncn2)(c2ccc(Cl)cc2Cl)O1 (stereo not drawn)	1.1%	2%	8%	-2.1	60	-0.1%	15%	i	15	11%	0.1%
c1cc(CNCCc2ccc3c(c2)OCO3)ccn1	2.3%	10%	-3%	0.3	50	0.0%	-14%[20 µM]	i	58	13%	-0.1%
COc1ccc(C(=O)OC2CC[C@@]3(C)C4CCC5[C@]6(O)CC(O)[C@@]7(O)C(CN8CC(C)CCC8[C@@]7(C)O)[C@]6(O)C[C@@]53O[C@]24O)cc1OC (stereo partly drawn)	-2.5%	3%	6%	-0.3	81	1.5%	-2%	i	4	6%	?
Cc1ccc(N2C(=O)CC(=O)NC2=O)cc1Cl	3.7%	-7%	-3%	1.2	68	-0.1%	-20%	i	48	-11%	1.0%
Cc1ccc(-n2cc(CNC(C)Cc3cnccn3)c(-c3cccc(C)c3)n2)cc1 (stereo not drawn)	1.3%	-5%	-5%	5.3	53	0.4%	-38%	i	40	3%	0.2%
CCOc1ccc(NC(=O)c2c(C)nn(Cc3ccccc3)c2Cl)cc1	-6.3%	-15%	22%	0.8	71	0.2%	-4%	i	41	8%	-0.5%
CCC(NC(=O)OC(C)(C)C)C(=O)Oc1cc(C)cc2oc(=O)c3c(c12)CCC3 (stereo not drawn)	-2.4%	-12%	9%	14	92	-0.1%	0%	i	21	17%	-1.7%
O=P1(NCCCn2cc[n+](Cc3nc4ccccc4[nH]3)c2)C=C(c2ccccc2)OC(c2ccccc2)=C1	-5.9%	3%	7%	0.1	60	-0.1%	28%	i	44	16%	0.5%
CCC1CCCCN1CC(=O)c1ccc(OC(F)F)cc1 (stereo not drawn)	-3.4%	0%	17%	-1.0	62	-0.2%	-24%	i	42	-6%	-0.4%
CCN1CCN(C(=O)COc2ccc3c(c2)C(=O)CC2(CCN(C(C)=O)CC2)O3)CC1	-2.2%	-7%	1%	0.7	82	-0.1%	-4%	i	24	-5%	0.7%
CCC(=NCCCN(CC)CC)c1c(O)n(-c2ccccc2)c(=O)[nH]c1=O	-2.0%	-13%	4%	0.2	104	-0.3%	18%	i	30	-3%	-0.5%

Looked up above.
GPR55 activation, `CCC(NC(=O)OC(C)(C)C)C(=O)Oc1cc(C)cc2oc(=O)c3c(c12)CCC3` (stereo not drawn) → -0.1%
PhoP inhibition, `N#Cc1ccc(NC(=O)CN2CCCC2)cc1Cl` → 3%

Additional compounds.
SMILES	KOR beta-arrestin-1	PhoP inhibition	GPR35 antagonists	NTR1 ag	NTR1 ag cell count 20 µM	GPR55 activation	KOR beta-arrestin-2	T cell modulator	T cell modulator vesicle-bound %	GPR55 antagonists	West Nile antiviral
CCC1CCCCN1P(=O)(c1ccc(C)o1)C(C)(C)C (stereo not drawn)	6.1%	-14%	-18%	0.5	63	-0.1%	2%	i	17	-2%	-0.3%
CC(=Nc1ccccc1N)c1c(O)n(C)c(=O)[nH]c1=O	5.2%	-5%	0%	-1.6	45	0.7%	-52%[20 µM]	i	57	9%	0.3%
CN1CCN(C(=O)COc2ccc(S(=O)(=O)NC3CCCCC3)cc2Cl)CC1	4.0%	-2%	-5%	0.7	56	0.3%	-11%	i	58	-5%	-0.5%
COC(=O)C1=C(c2ccc(S(C)(=O)=O)cc2)C[C@@H]2CC[C@H]1N2C(=O)N1CCCCC1	nt	4%	nt	-4.0	98	nt	nt	i	55	nt	-0.2%
COC(=O)C1=C(c2cc3ccccc3s2)C[C@@H]2CC[C@H]1N2C(=O)N1CCCC1	nt	-1%	nt	-6.1	82	nt	nt	i	28	nt	-0.4%
CCOC(=O)C1CCN(/C=C2/C(=O)NC(=O)N(c3cccc(C)c3C)C2=O)CC1	-1.3%	-5%	0%	1.2	91	-0.2%	-21%	i	31	-12%	1.1%
CC(C)CCCn1c(O)c(/C=C2/C=CC=N2)c(=O)[nH]c1=O	-1.9%	-1%	-17%	0.8	32	0.1%	-97%	i	45	-12%	-0.4%
COc1ccccc1CCNC1CCCC(C)C1 (stereo not drawn)	1.7%	-9%	0%	-2.4	47	0.1%	20%	i	55	10%	-0.7%
O=C(O)Cn1cc(C=C2C(=O)NC(=O)NC2=O)c2ccccc21	-2.9%	-5%	16%	0.1	51	0.6%	10%	i	24	15%	1.6%
COc1ccccc1C(=O)C1CCCN(Cc2cnc(C)s2)C1 (stereo not drawn)	nt	-2%	9%	0.0	59	-0.1%	-41%[20 µM]	i	28	29%	-0.5%
CCOC(=O)c1cc(CC)sc1/N=C/c1c(O)[nH]c(=S)[nH]c1=O	6.1%	-13%	-9%	0.3	75	0.1%	8%	i	7	1%	-0.4%
COc1cccc(C2(C#N)CCN(C)CC2)c1	4.3%	1%	-8%	0.6	69	-0.4%	9%	i	45	17%	0.0%
COc1cc(/C=N/NP(=S)(c2ccccc2)c2ccccc2)ccc1O	-1.0%	8%	-3%	2.7	39	-0.1%	-7%	i	48	-17%	0.5%
CN(C)c1ccc(/C=C/C=C/c2sc3ccccc3[n+]2C)cc1	1.4%	-8%	-14%	2.5	59	-0.3%	19%	i	73	0%	-0.1%
COc1ccc(N2CC2c2ccncc2)cc1 (stereo not drawn)	-0.9%	2%	8%	0.0	50	0.5%	29%[20 µM]	i	55	4%	-0.1%
CC12CN3CCN(C1)CC(C)(C3)C2=NN	2.9%	-15%	4%	0.6	54	0.4%	22%	i	17	4%	0.2%
COc1ccc(-c2nn(CCC#N)cc2C(=O)Nc2ccccc2Cl)cc1	-3.5%	8%	10%	0.6	66	-0.1%	-23%	i	22	4%	-1.0%
CN1CCN(Cc2nnc3n2-c2ccc(Cl)cc2C(c2ccccc2)=NC3)CC1	7.4%	-3%	-7%	2.4	62	-0.3%	46%	i	29	7%	0.6%
O=P(c1ccccc1)(c1nc2ccccc2s1)N1CCOCC1 (stereo not drawn)	-4.4%	0%	-11%	-1.2	83	0.2%	3%	i	25	2%	0.3%
CN1CCN(c2ccc(F)cc2N)CC1	0.1%	-10%	-18%	-1.2	57	-0.3%	-29%	i	3	12%	0.3%
Cn1cccc1/C=C1/C(=O)NC(=O)N(C(C)(C)C)C1=O	6.1%	-16%	-17%	2.1	59	-0.1%	-35%	i	40	-22%	0.3%
CCCCC(=O)N/N=C/c1c(O)n(-c2ccccc2)c(=O)[nH]c1=O	-3.9%	-9%	8%	-1.2	55	-0.1%	-4%	i	46	8%	0.0%
C/C(=N\Nc1cccc2ccccc12)c1c(O)n(Cc2ccccc2)c(=O)[nH]c1=O	-3.0%	26%	0%	3.9	47	-0.2%	-13%	i	45	-1%	-0.7%
COc1cccc(NC(=O)CN2CC(c3ccccc3)CC2=O)c1 (stereo not drawn)	0.0%	6%	-4%	-1.6	51	-0.2%	-3%	i	65	6%	-0.4%
Cc1ccc(-c2nc3ccccc3c(=O)n2-c2cccc(C)n2)cc1	7.7%	-5%	6%	0.4	43	0.2%	-13%	i	56	1%	-0.3%
COC(=O)Nc1ccc(N=C(N)N[N+](=O)[O-])cc1	-2.0%	5%	8%	-0.6	75	-0.2%	3%	i	66	4%	-0.4%
Cn1c(O)c(/C=N/c2ccccn2)c(=O)n(C)c1=O	0.9%	15%	6%	-0.2	55	0.2%	-19%	i	15	0%	-0.4%
Cc1ccc(CNC2=NCCS2)cc1	nt	-9%	8%	-0.4	58	-0.2%	15%	i	29	5%	0.9%
COc1cccc(C(=O)C2CCCN(Cc3ccon3)C2)c1 (stereo not drawn)	nt	7%	15%	0.6	62	-0.1%	10%[20 µM]	i	22	1%	-1.4%

Reformatted in markdown: 2 of the compounds above
| SMILES | KOR beta-arrestin-1 | PhoP inhibition | GPR35 antagonists | NTR1 ag | NTR1 ag cell count 20 µM | GPR55 activation | KOR beta-arrestin-2 | T cell modulator | T cell modulator vesicle-bound % | GPR55 antagonists | West Nile antiviral |
| --- | --- | --- | --- | --- | --- | --- | --- | --- | --- | --- | --- |
| Cn1cccc1/C=C1/C(=O)NC(=O)N(C(C)(C)C)C1=O | 6.1% | -16% | -17% | 2.1 | 59 | -0.1% | -35% | i | 40 | -22% | 0.3% |
| CCCCC(=O)N/N=C/c1c(O)n(-c2ccccc2)c(=O)[nH]c1=O | -3.9% | -9% | 8% | -1.2 | 55 | -0.1% | -4% | i | 46 | 8% | 0.0% |

Screening results: PubChem BioAssay, several laboratories
